CHO-K1 Ca ag: counter-screen for M1 agonists: effect in parental CHO-K1 cells; Fluo-8 calcium fluorescence; scaled to maximal ATP response, vehicle zero; activation, % at 3 µM; 360,000 tested, 0.48% active; AID 602248; in the data active = activation above about 15%;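 note: untransfected CHO-K1 host cells lacking M1 receptor as counterscreen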
CHO parental Ca: counter-screen: ATP calcium response change in parental CHO cells; parental CHO-K1, ATP-induced calcium, Fluo-8 fluorescence; inhibition, % at 5.6 µM; 330,000 tested, 0.63% active; AID 463079;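 active = inhibition above that plate's mean sample inhibition plus 3 SD, cut at about 26% in these data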;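 note: 0% = ATP-challenged DMSO wells and 100% = DMSO wells without ATP; some compounds past the cut are filed as inactive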
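Assay system: untransfected parental CHO cell line. Also added: ATP agonist challenge. Dosing: one dose, 5.6 µM nominal. Measured by: Fluo-8 fluorescence. Read-out: % inhibition. Benchmarks: ATP wells versus no-ATP DMSO wells. Repeats: no replicates.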
V1R ag counter: activates human V1a receptor in oxytocin agonist counter-screen; CHO-V1R cells, Fluo-8 calcium fluorescence, agonist mode; 0% DMSO, 100% 3 nM vasopressin; P37288; 320,000 tested, 0.25% active; activation, % at 3 µM;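 active = activation above the mean activation of all tested compounds plus 3 SD, per screening run, cut at about 20% in these data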;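 note: signal is peak over basal fluorescence ratio across a 100 second FLIPR read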
OXTR potentiator: potentiates the human oxytocin receptor response; activation, % at 3 µM; 320,000 tested, 0.061% active; CHO-OTR cells, Fluo-8 calcium fluorescence, potentiator mode; 0% = oxytocin EC15, 100% = EC100; AID 2445;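 active = activation above that plate's cutoff, the mean activation of tested compounds plus 3 SD, cut at about 6.6% in these data, passing the limit was not always enough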;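 note: 100% uses oxytocin at 75 nM as the full agonist control; some results filed as inactive read as strong as hits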
Target sequence (P30559 whole entry, looked up): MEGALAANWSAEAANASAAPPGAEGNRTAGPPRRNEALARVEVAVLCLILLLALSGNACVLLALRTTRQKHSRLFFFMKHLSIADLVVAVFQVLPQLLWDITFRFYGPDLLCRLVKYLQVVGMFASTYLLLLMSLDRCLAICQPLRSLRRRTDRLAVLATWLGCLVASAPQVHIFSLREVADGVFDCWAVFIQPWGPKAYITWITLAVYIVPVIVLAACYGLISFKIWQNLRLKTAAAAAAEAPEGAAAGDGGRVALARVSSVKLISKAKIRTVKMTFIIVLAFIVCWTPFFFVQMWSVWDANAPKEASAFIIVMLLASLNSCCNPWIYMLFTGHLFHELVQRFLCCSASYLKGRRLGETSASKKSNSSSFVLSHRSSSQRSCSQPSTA
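System: human OTR in CHO cells / Also added: sub-maximal oxytocin, roughly EC15 / Control set: EC15 oxytocin low, 75 nM oxytocin high / Schedule: 6 min compound pre-incubation at room temperature, 100 s kinetic read / Compound: single-point 3.0 µM / Replication: singlicate / Technique: Fluo-8 calcium dye fluorescence / Read-out basis: % activation of max/min ratio relative to oxytocin controls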
GPR7 antag: human neuropeptides B/W receptor 1 antagonism; P48145; GPR7-expressing cells, fluorescence antagonist assay; inhibition, % at 4.4 µM; 290,000 tested, 1.1% active; AID 1861; in the data active = inhibition above about 16%, passing the limit was not always enough;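 note: cells stimulated with the agonist NPW; 0% = agonist with vehicle and 100% = vehicle without agonist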
CHO-K1 Ca antag: M1 antagonist counterscreen hit in parental CHO-K1 cells. ATP-induced calcium, Fluo-8 fluorescence. inhibition, % at 3 µM. 360,000 tested, 0.6% active;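 active = inhibition above a per-plate cutoff, the plate's mean sample inhibition plus 3 SD, cut at about 24% in these data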;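 note: 0% = DMSO plus EC80 ATP and 100% = DMSO alone without ATP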
TAAR1 antag: antagonists of human TAAR1. CHO RD-HGA16 TAAR1, Fluo-8 calcium fluorescence, antagonist. inhibition, % at 3 µM. 360,000 tested, 1.5% active. AID 624466;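 active = inhibition above a per-plate cutoff, the mean inhibition of test compounds on that plate plus 3 SD, cut at about 49% in these data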;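 note: 0% = DMSO plus EC80 beta-PEA response and 100% = DMSO alone without agonist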
Target sequence (Q96RJ0 whole entry, looked up): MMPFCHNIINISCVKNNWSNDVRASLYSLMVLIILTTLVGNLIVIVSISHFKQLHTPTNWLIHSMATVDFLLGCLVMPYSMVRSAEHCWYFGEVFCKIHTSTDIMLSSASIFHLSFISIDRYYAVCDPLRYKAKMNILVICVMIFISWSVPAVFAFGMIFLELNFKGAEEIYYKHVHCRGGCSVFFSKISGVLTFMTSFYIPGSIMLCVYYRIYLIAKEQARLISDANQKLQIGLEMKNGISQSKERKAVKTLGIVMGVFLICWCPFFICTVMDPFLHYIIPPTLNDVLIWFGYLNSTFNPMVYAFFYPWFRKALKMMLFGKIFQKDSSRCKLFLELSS
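Test system – hTAAR1-expressing CHO RD-HGA16 cells, Gα16-coupled · Reagent – β-PEA at EC80 concentration, post-compound challenge · Compound dosing – 3 µM, single point · Timing – 140 s kinetic read after compound, 140 s after agonist · Detection – Fluo-8 intracellular calcium dye fluorescence, real-time kinetic reads · Control set – DMSO and EC80 PEA controls · Repeats – n of 1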
OXTR ag: agonists of human oxytocin receptor. CHO-OTR cells, Fluo-8 calcium fluorescence; normalized: DMSO 0%, oxytocin 100%. P30559. 320,000 tested, 0.32% active. activation, % at 3 µM. AID 2435;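 active = activation above the mean of all tested compounds plus 3 SD, cutoff set per screening run, cut at about 20% in these data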;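 note: peak over basal fluorescence ratio from a 100 s FLIPR kinetic read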
M1 PAM parental: nonselective activator or artifact in parental CHO-K1 calcium assay. ATP EC20, Fluo-8 calcium fluorescence; 0% at ATP EC20, 100% at ATP max. activation, % at 3 µM. 360,000 tested, 0.02% active;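 active = activation above the run cutoff, the mean activation of all test compounds plus 3 SD, cut at about 40% in these data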;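 note: peak over basal fluorescence ratio in a 140 s read after ATP addition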
* = called active by the depositor; . = no result given.

Second line of a record – M1 PAM parental	CHO parental Ca	OXTR ag	OXTR potentiator	V1R ag counter	CHO-K1 Ca antag	GPR7 antag	CHO-K1 Ca ag	TAAR1 antag
Cc1c(C(=O)N(CCC#N)c2ccccc2)sc2nc3n(c(=O)c12)CCCC3
 : 6	-21	-1.8	-3	0.1	-6	0	7.2	-15
Cc1ccccc1C(=O)Nc1ccc(Br)cn1
 : 9	-9	-1.4	-8	-1.1	-13	-10	0.2	2
CCC(C)c1ccc(S(=O)(=O)N2CCN(C(C)C(=O)NC3CCCC3)CC2)cc1 (stereo unspecified)
 : 2	-22	-1.3	-9	1.6	-17	.	3.1	-14
O=C(Nc1ccc(F)cc1F)N1CCCN(CCOc2ccccc2)CC1
 : 4	-13	-0.1	-6	-2.0	-7	-6	0.5	6
Cc1ccc(S(=O)(=O)NCC(=O)N(CC(=O)NC(C)(C)C)Cc2cccs2)cc1
 : -6	-13	1.1	-1	0.7	3	-5	0.1	5
O=C(Nc1nnc(-c2cccs2)o1)c1ccco1
 : 8	2	-0.2	-3	-0.1	9	-17	-0.3	-9
Cc1cccc(N=C(NO)c2nonc2N)c1
 : -5	-1	0.3	-2	0.8	9	-16	-0.7	5
CCOC(=O)c1c(C)[nH]c(C(=O)CN2CCN(CC)CC2)c1C
 : 32	-10	0.7	-3	-0.9	-21	-7	2.3	-15
Cc1ccc(F)cc1NC(=O)CN1C(=O)NC2(CCCc3ccccc32)C1=O (stereo unspecified)
 : 10	-15	0.8	-12	1.1	-3	.	1.6	6
Cc1cc(C(F)(F)F)nc(CCNCc2c(C(=O)N3CCCC3)nc3ccccn23)n1
 : 13	-24	-0.2	2	1.2	1	2	1.0	-2
O=C(NCCc1ccc(Cl)cc1)C1CCN(S(=O)(=O)c2cccc3nonc23)CC1
 : 0	-6	2.7	-11	3.2	4	9	0.6	0
COc1cccc(/C=C/C(=O)OCC(=O)NCC2CCCO2)c1OC (stereo unspecified)
 : -6	10	-1.2	-5	-1.1	12	14	0.2	-6
Cn1c(=O)[nH]c(=O)c2c1nc1n2CCCS1
 : 2	-7	-0.4	-2	0.3	-1	2	-0.1	1
Cc1csc(SCC(=O)NC(C)C2CC3CCC2C3)n1 (stereo unspecified)
 : -7	-12	-2.5	5	-1.3	6	.	1.2	-23
Cc1cnn(C(=S)NCC2CCCO2)c1 (stereo unspecified)
 : 10	1	0.4	-3	2.3	-4	-3	0.5	0
Oc1oc(-c2ccccc2)nc1/C=N/c1ccccn1
 : -14	-11	0.5	-10	0.5	21	-2	-0.1	14
CC(=O)NC(c1ccccc1)c1nc(-c2ccc(C)c(C)c2)cs1 (stereo unspecified)
 : 7	.	.	.	.	5	.	1.8	-11
CC1(C)Cc2c(C#N)c(SCCOc3ccccc3)nc(N3CCOCC3)c2CO1
 : 9	-22	-0.2	-5	1.4	-8	1	1.1	46
Cc1ccc(-c2nc(COC(=O)c3c(C)noc3C)cs2)cc1
 : -2	44*	5.9	-7	3.7	5	-8	2.4	23
COC(=O)c1ccc(CN2CCCC(CO)(Cc3ccc(F)cc3F)C2)cc1 (stereo unspecified)
 : -17	-22	-0.7	-3	1.3	5	-1	0.0	-10
C=CCN(CC=C)Cc1cc(=O)n2c(-c3ccccc3)csc2n1
 : 13	-8	-1.1	-5	-0.4	-7	-5	-0.1	8
COc1ccc(N2CCN(c3ccc(C(=O)O)cc3[N+](=O)[O-])CC2)cc1
 : 19	-3	0.2	-7	0.8	-18	-16	1.2	-11
OCCNc1nc2ccc(Cl)cc2[nH]1
 : 8	0	0.3	0	0.0	-8	1	0.1	.
O=C(CNC(=O)c1ccccc1F)OCC(=O)N1CCCc2ccccc21
 : 9	-21	-1.4	-5	0.1	-5	2	0.6	-14
Cc1ccc(CNC(=O)CN2CCN(c3ccc(F)cc3)CC2)cc1
 : 7	12	-1.1	3	-0.1	-8	1	0.5	-2
C#CC[N+]1(CC#Cc2ccccc2)CCCC1
 : 11	-10	0.5	-3	1.7	-1	-2	0.0	6
COc1cccc(CNCC2CCCO2)c1 (stereo unspecified)
 : 7	-5	0.4	-5	0.6	-1	6	-0.1	-9
CC1CCN(C(=O)COC(=O)C(C)N2C(=O)c3ccccc3C2=O)CC1 (stereo unspecified)
 : -7	-15	0.4	-6	0.4	-6	.	0.7	-12
Cc1cc(NC(=O)CSc2nccn2-c2ccc(F)cc2)no1
 : 17	2	-0.4	-4	0.2	-17	-10	0.3	-1
CCCCCOc1ccc(C(=O)NCC(=O)NCC(=O)OCC)cc1
 : 18	-3	-0.2	-3	0.1	-12	0	0.0	4

Some of the entries so far, as labelled records:
COC(=O)c1ccc(CN2CCCC(CO)(Cc3ccc(F)cc3F)C2)cc1 (stereo unspecified)
  M1 PAM parental: -17
  CHO parental Ca: -22
  OXTR ag: -0.7
  OXTR potentiator: -3
  V1R ag counter: 1.3
  CHO-K1 Ca antag: 5
  GPR7 antag: -1
  CHO-K1 Ca ag: 0.0
  TAAR1 antag: -10
Cc1ccc(S(=O)(=O)NCC(=O)N(CC(=O)NC(C)(C)C)Cc2cccs2)cc1
  M1 PAM parental: -6
  CHO parental Ca: -13
  OXTR ag: 1.1
  OXTR potentiator: -1
  V1R ag counter: 0.7
  CHO-K1 Ca antag: 3
  GPR7 antag: -5
  CHO-K1 Ca ag: 0.1
  TAAR1 antag: 5

Next results
Second line of a record – M1 PAM parental	CHO parental Ca	OXTR ag	OXTR potentiator	V1R ag counter	CHO-K1 Ca antag	GPR7 antag	CHO-K1 Ca ag	TAAR1 antag
O=C(CN(Cc1ccco1)C(=O)Cn1nnc(-c2cccs2)n1)NCC1CCCO1 (stereo unspecified)
 : 5	-6	0.2	-15	0.0	-9	-11	-0.6	20
O=C(OCC(=O)N1CCCc2ccccc21)c1ccccc1NCCO
 : -16	-19	0.8	-5	0.6	7	.	2.8	17
O=C(CSc1nc2ccncc2[nH]1)Nc1ccccc1C(F)(F)F
 : 1	-9	2.6	-6	5.6	-3	-7	0.7	13
C/C=C(\C)CN1CCC(n2nccc2NC(=O)CCOc2ccccc2)CC1
 : 7	-13	-1.3	-2	0.0	-8	4	1.2	-17
O=C(NNS(=O)(=O)c1ccc(F)cc1)c1ccc(O)cc1
 : 14	3	2.2	2	1.3	-8	-15	0.3	-5
CC(OC(=O)/C=C/c1ccccc1)C(=O)NC1CCCCC1C (stereo unspecified)
 : -1	-12	-2.3	6	-0.8	-14	.	-0.3	1
COc1oc(-c2ccccc2)nc1C(F)(F)F
 : -1	-3	0.4	-3	1.1	-8	-15	0.0	10
O=C(c1nc[nH]c1C(=O)N1CCN(c2ccccc2)CC1)N1CCN(c2ccccc2)CC1
 : -11	-12	0.1	-2	0.7	-4	.	-0.3	18
O=C(O)Cn1ncc2ccccc2c1=O
 : 11	3	-0.9	-12	0.0	0	-4	0.9	9
CCOc1ccccc1CN1CCCC(C(=O)c2ccc(OC)c(OC)c2)C1 (stereo unspecified)
 : -12	-17	1.6	-1	0.0	2	5	0.1	8
CCCCSc1c(C)c2cc3c(cc2[nH]c1=O)OCO3
 : 26	0	0.2	-7	0.9	-13	-4	-0.4	2
Cc1ccc(-c2nnc(SCC(=O)N/N=C/c3cccs3)n2-c2ccc(C)cc2)cc1
 : 5	-9	-1.6	-2	-0.7	-9	1	0.4	7
COc1cccc(NC(=O)N2CCCC2C(=O)NCc2ccco2)c1 (stereo unspecified)
 : 9	0	-0.5	-8	0.4	-9	3	0.0	-1
CC(C)c1c(O)nc(SCCOc2ccc(Cl)cc2)[nH]c1=O
 : 11	-12	1.6	1	2.9	-4	0	3.7	-34
CCC(C)CCCCCCCCCCC(=O)O (stereo unspecified)
 : 17	-4	2.2	0	1.7	-4	.	0.6	0
Cc1nnc(NC(=O)CSc2nnc(C)n2Cc2ccccc2)s1
 : 13	14	0.8	-11	1.0	-7	-7	0.4	11
CCCC(=O)N1CC2(C)CN(C(=O)CCC)CC(CCC)(C1)C2=O
 : 12	-6	1.0	-6	0.4	-5	-2	0.1	-14
O=C(Nc1ccccc1N1CCOCC1)c1cccc([N+](=O)[O-])c1
 : 23	-21	0.2	-2	-0.5	-8	-10	1.4	-17
Cc1cc(C)cc(C(=O)NC(CC(N)=O)c2ccc(N3CCC(N4CCCCC4)CC3)c([N+](=O)[O-])c2)c1 (stereo unspecified)
 : 3	-8	-0.3	-17	0.1	4	3	0.1	26
CCN(CC(=O)NCc1ccc(F)cc1)C(=O)CN1CCN(c2cc(Cl)ccc2C)CC1
 : 8	-16	1.6	-14	5.3	-11	9	2.5	0
Cc1ccc(NCc2cccc(B(O)O)c2)cc1
 : 1	.	.	.	.	2	.	0.1	4
CC(C)(C)C1CCC(=NNC(=O)c2cc(-c3ccccc3)n[nH]2)CC1 (stereo unspecified)
 : 18	-12	1.7	-7	0.1	0	-5	1.0	12
COc1ccc(-n2c(C)c(C)c3c(NCCCN(C)C)ncnc32)cc1
 : 0	-16	0.6	-15	-0.7	-7	-11	-0.4	-3
CSc1nc(Oc2cccc(C(F)(F)F)c2)cc(C(F)(F)F)n1
 : 12	1	0.2	-14	-0.2	-2	-7	0.0	9
N#Cc1ccc(N2CCOCC2)nc1
 : 6	-13	0.2	-1	0.1	-6	-17	4.9	-13
Cc1nnc(Sc2nc3c(c(=O)n(C)c(=O)n3C)n2Cc2ccccc2Cl)s1
 : 4	-4	0.1	-8	-0.8	6	7	-0.1	6
CCCCNC(=O)C1(C)CCCCN1C(=O)c1ccc2sccc2c1 (stereo unspecified)
 : 10	.	.	.	.	-4	.	0.4	-23
COCCNC(=O)/C(C#N)=C/c1ccc(SC)cc1
 : 17	-18	-0.9	-3	0.3	3	-5	1.7	-4
COCCNC(=O)/C(C#N)=C/C(C)=C/c1ccccc1
 : 9	-19	-1.9	-2	0.6	-1	2	-0.3	-1
